Screening data as filed in PubChem.
Yeast superoxide: reduction of superoxide in aged yeast, primary screen, HTS; S. cerevisiae aged cells, superoxide DHE fluorescence; active compounds read low; superoxide response (% of plate mean), % at 10 µM; 0.18% of 330,000 active;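 active = superoxide response under a set limit, about three screen SD below normal, cut at about 65% in these data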;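 also: yeast aged for seven days with compound at 30 °C before DHE staining; 100% = average MFI of all compound-treated wells on the plate with controls excluded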
CIT2-GFP yeast: modulators of CIT2-GFP expression in yeast, primary screen, S. cerevisiae, GFP fusion, multiplex flow cytometry, MLPCN library; S. cerevisiae CIT2-GFP strain, 3 h; 100 means same as DMSO wells; GFP response vs DMSO, % at 10 µM; 0.065% of 320,000 active;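 active = GFP response relative to DMSO above a set limit, near the screen mean plus 3 SD, cut at about 150% in these data; inconclusive = Fewer than 70 cells measured for a yeast strain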;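 also: ratio of well median GFP fluorescence to mean of DMSO wells on the plate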
RPL19A-GFP yeast: RPL19A-GFP expression modulators in yeast, primary screen, cell-based, S. cerevisiae, multiplex flow cytometry, MLPCN; S. cerevisiae RPL19A-GFP strain, 3 h; active compounds read low; percent response vs DMSO, % at 10 µM; 0.3% of 330,000 active; AID 2025, 2009;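 active = percent response vs DMSO below 50%; inconclusive = fewer than 70 events counted for the yeast strain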;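 also: median channel GFP fluorescence of the barcoded RPL19A-GFP strain; ratio of sample median GFP to plate DMSO average so 100% = DMSO; lower means less RPL19A-GFP as with rapamycin TOR inhibition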
AGP1-GFP MLPCN: modulators of AGP1-GFP expression in yeast TOR pathway, primary screen, cell-based, multiplex flow cytometry, S. cerevisiae, MLPCN library; AID 2066, 2009; GFP response vs DMSO, % at 10 µM; 0.02% of 320,000 active; 3 h; GFP as percent of DMSO wells;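 active = GFP response relative to DMSO above a set limit, near screen average plus 3 SD, cut at about 150% in these data; inconclusive = fewer than 70 cells counted for the yeast strain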;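 also: median GFP channel fluorescence of the gated AGP1 strain per well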
GRK2 inh: compounds blocking aptamer binding on GRK2 – biochemical, human GRK2, bead flow cytometry, HTS, primary screen; Beta-adrenergic receptor kinase 1 (Homo sapiens), P25098; FAM-aptamer displacement from GRK2; inhibition of aptamer binding, % at 10 µM; 0.59% of 330,000 active; AID 488847, 2010;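 active = inhibition of aptamer binding above 40%, roughly 3 SD of noise, on plates passing a quality check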;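 also: median bead fluorescence of bound FAM aptamer so fluorescent compounds give negative values; no value below 0 was filed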
Target sequence (P25098 whole entry, looked up): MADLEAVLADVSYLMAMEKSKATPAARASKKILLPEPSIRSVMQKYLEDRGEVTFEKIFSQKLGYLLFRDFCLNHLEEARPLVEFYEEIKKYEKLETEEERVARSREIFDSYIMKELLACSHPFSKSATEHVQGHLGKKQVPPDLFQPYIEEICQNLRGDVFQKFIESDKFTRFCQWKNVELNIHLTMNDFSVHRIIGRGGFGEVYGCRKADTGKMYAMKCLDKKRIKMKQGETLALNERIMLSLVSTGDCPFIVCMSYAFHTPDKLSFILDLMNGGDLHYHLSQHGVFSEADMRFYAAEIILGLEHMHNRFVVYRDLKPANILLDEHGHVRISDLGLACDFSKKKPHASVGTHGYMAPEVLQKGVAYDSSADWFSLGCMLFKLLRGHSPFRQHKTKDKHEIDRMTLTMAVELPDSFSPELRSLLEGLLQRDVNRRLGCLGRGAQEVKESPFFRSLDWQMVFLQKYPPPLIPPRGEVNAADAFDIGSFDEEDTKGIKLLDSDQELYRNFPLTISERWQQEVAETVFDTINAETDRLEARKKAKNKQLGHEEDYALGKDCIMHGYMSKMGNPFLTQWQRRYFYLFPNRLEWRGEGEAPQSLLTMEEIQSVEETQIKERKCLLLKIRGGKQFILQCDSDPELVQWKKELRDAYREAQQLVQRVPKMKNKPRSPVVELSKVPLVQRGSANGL
VLA-4 inh: inhibition in human VLA-4 binding assay, primary screen, VLA-4 allosteric modulator project, MLPCN library, flow cytometry, VLA-4 expressing cells. ligand binding flow cytometry. AID 2557, 2010. 0.2% of 330,000 active. inhibition, % (about 7 µM as worked out from the volumes in the protocol); in the data active = inhibition above about 50%
MEP2-GFP yeast: modulators of MEP2-GFP levels in yeast, primary screen, S. cerevisiae, multiplex flow cytometry, MLPCN library; S. cerevisiae MEP2-GFP strain, 3 h; 100% = DMSO control level; GFP response vs DMSO, % at 10 µM; 0.51% of 330,000 active; AID 2016, 2009;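 active = GFP response versus DMSO above a set limit, roughly screen mean plus 3 SD, cut at about 180% in these data; inconclusive = fewer than 70 cells counted for a yeast strain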;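 also: median GFP fluorescence of the barcode-gated MEP2-GFP cells per well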
LAP4-GFP MLPCN: modulators of LAP4-GFP expression in yeast, primary screen, S. cerevisiae, multiplex flow cytometry, MLPCN library; GFP response vs DMSO, % at 10 µM; 3 h; median GFP as percent of DMSO wells; 0.34% of 320,000 active; AID 2023, 2009;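 active = GFP response vs DMSO above a set limit, about the screen mean plus 3 SD, cut at about 150% in these data; inconclusive = under 70 cell events counted for the yeast strain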
* = called active by the depositor; ? = inconclusive; nt = no result given; [ ] = another dose, or the depositor's remark.

SMILES	RPL19A-GFP yeast	AGP1-GFP MLPCN	MEP2-GFP yeast	VLA-4 inh	Yeast superoxide	LAP4-GFP MLPCN	CIT2-GFP yeast	GRK2 inh
Cc1nc2ccccc2c(=O)n1/N=C/c1ccc(N(C)C)cc1	104	106	107	8	104	100	100	0
CCOC(=O)c1nn(-c2ccc(Cl)cc2)c2nc(-c3ccc(C)cc3)c(C#N)c(=O)n12	102	105	111	-14	99	107	110	0
CC(OC(=O)Cn1[nH]c(=O)c2ccccc2c1=O)C(=O)Nc1cccc(Cl)c1 (stereo unspecified)	98	98	102	-5	83	95	100	7
O=C(Cn1cnc2sc(-c3ccccc3)cc2c1=O)NCCc1ccccc1	106	109	103	8	101	102	93	0
COc1ccccc1N1CCN(C(=O)CSc2nc3ccccc3nc2N2CCCCC2)CC1	98	106	94	-13	98	134	102	7
CC(c1ccccc1)C1CC(=O)N(Cc2ccco2)C1=O (stereo unspecified)	97	103	98	1	95	98	nt	2
CCn1c(SCC(=O)NC2CCCC2)nnc1C(C)NC(=O)c1ccccc1Br (stereo unspecified)	110	106	107	-1	96	93	112	3
O=C(CSc1nnc(Cn2c(=O)sc3ccccc32)n1CCc1ccccc1)N1CCCC1	103	109	106	5	86	106	112	0
O=[N+]([O-])c1c(NCCCO)cc(N2CCCCCC2)c2nonc12	94	92	88	-22	91	92	98	1
O=C(Nc1ccccc1)Nc1nnc(-c2ccccc2)o1	106	104	106	-4	127	108	96	0
CC1=C(C#N)C(c2cccnc2)C2=C(CC(c3ccc(Cl)cc3)CC2=O)N1 (stereo unspecified)	99	98	93	7	82	93	102	0
COC(=O)c1ccc(-c2noc(CN3CCCC(CNC(C)=O)C3)n2)cc1 (stereo unspecified)	99	98	95	0	100	99	102	1
COc1c(Cl)cc(C(=O)O)cc1Cl	98	101	106	9	100	106	106	0
O=C1CCc2cc(S(=O)(=O)Nc3cccc(F)c3)cc3c2N1CC3	103	108	105	10	99	98	106	2
CCCN(C(=O)CSCC(=O)Nc1cccc(C)c1)c1c(N)n(Cc2ccccc2)c(=O)[nH]c1=O	?	?	?	9	103	?	?	3
CCC(C)C(=O)Nc1cc(Cl)ccc1C(=O)O (stereo unspecified)	100	104	104	5	102	99	110	0
CC(C)(C)NC(=O)C(c1ccco1)N(Cc1ccc(F)cc1)C(=O)c1snc(C(N)=O)c1N (stereo unspecified)	95	106	103	0	86	97	99	4
CCN1C(=O)/C(=C2\SC(=S)N(NC(=O)c3cccnc3)C2=O)c2ccccc21	105	109	108	-4	106	nt	82	1
Cc1nc2sc(-c3ccccc3)cc2c(=O)n1-n1cccc1	97	79	100	0	118	92	80	0
CCN1CCN(C(=O)CN(C)S(=O)(=O)c2ccc3ccccc3c2)CC1	103	103	103	-3	93	98	103	2
CCCOC(=O)C1=C(C)NC(=O)NC1c1cc2c(cc1Br)OCO2 (stereo unspecified)	96	92	86	25	100	83	93	0
COc1ccc(C2CC(c3ccccc3)=NN2c2ccccc2)c(C(=O)O)c1OC (stereo unspecified)	90	88	94	4	112	92	83	0
CSCCC(NC(=O)C1CCC(C)CC1)C(=O)OCC(=O)c1ccc(Cl)cc1 (stereo unspecified)	101	95	112	12	100	95	100	0
COC(=O)c1cn(NC(=O)Cn2nc([N+](=O)[O-])c(Cl)c2C)c(=O)c2ccccc12	93	101	102	1	81	102	102	2
Cc1ccc(S(=O)(=O)c2nc(Nc3ccccc3C#N)sc2Cl)cc1	99	96	96	3	94	88	106	0
Cc1cccc(OCc2nc(C#N)c(NCCN(C)C)o2)c1	97	105	110	-13	89	105	104	7
O=C(c1ccccc1)c1nnc(-c2ccncc2)o1	96	100	109	-2	101	100	107	4
O=C(CN1CCC(C(=O)c2ccc(F)cc2)CC1)Nc1ccc(F)cc1	94	96	98	2	89	88	110	0
Cc1ccc(C)c(NC(=O)C2=CCN(S(=O)(=O)c3ccc(F)cc3)CC2)c1	102	109	96	-15	95	96	102	0
CCCCN1C(=O)C(=O)N(CC(=O)Nc2sc(C)c(C)c2C(=O)OC)C1=O	89	93	98	-1	97	94	84	0

The results go on:
SMILES	RPL19A-GFP yeast	AGP1-GFP MLPCN	MEP2-GFP yeast	VLA-4 inh	Yeast superoxide	LAP4-GFP MLPCN	CIT2-GFP yeast	GRK2 inh
CN(CC(=O)Nc1ccccc1Cl)CC(=O)N(C)c1c(N)n(Cc2ccccc2)c(=O)[nH]c1=O	100	101	108	1	105	102	96	2
N=C1C(c2nc(-c3ccc(F)cc3)cs2)=C(O)CN1CCCN1CCOCC1	94	nt	107	0	94	102	99	0
O=C(Nc1nccs1)c1ccc(-c2ccc(F)c(Cl)c2)o1	103	89	101	-1	113	92	94	0
O=C(COc1ccccc1)N=C1SC2CS(=O)(=O)CC2N1c1cccc(F)c1 (stereo unspecified)	94	94	109	13	119	92	93	0
O=C(Nc1cccc(O)c1)C(Cc1ccccc1)N1C(=O)c2cccc3cccc(c23)C1=O (stereo unspecified)	100	96	92	6	80	90	96	0
OCCOc1nnnn1-c1ccccc1	96	99	98	1	105	99	97	1
Cc1ccc(NC(=O)COC(=O)Cn2cnc3ccccc32)c([N+](=O)[O-])c1	99	99	111	-2	112	103	115	0
C=CCNC(=O)c1cc2c(C(F)(F)F)nn(C)c2s1	100	105	99	24	112	92	102	2
O=C(Nc1ccccc1C(=O)NCCN1CCOCC1)c1ccco1	100	102	105	-3	87	105	95	0
CCCCC(C(=O)OCC)C(N)Cc1ccc(F)cc1 (stereo unspecified)	114	109	112	2	95	99	104	0
CC(=O)c1cccc(CN2CCC(C(=O)Nc3ccc(Oc4cccnc4)cc3)CC2)c1	96[may fluoresce green]	101[may fluoresce green]	100[may fluoresce green]	10	85	99[may fluoresce green]	104[may fluoresce green]	0
CCOc1cc(N2CCOCC2)c(OCC)cc1NC(=O)C1CC(=O)N(c2ccccc2OCC)C1 (stereo unspecified)	95	98	96	4	110	102	99	0
c1ccc(OCc2nn3c(-c4ccncc4)nnc3s2)cc1	100	99	102	10	102	109	99	0
COc1ccc(OCC(=O)N2CCN(c3nnc(-c4ccccc4)c4ccccc34)CC2)cc1	100	106	92	29	108	82	90	2
CN1CCN(C(=O)c2ccc3c(=O)n4c(nc3c2)CCCCC4)CC1	98	98	100	0	100	100	97	15
O=C(Cc1ccccc1Cl)Nc1ccc(S(=O)(=O)N2CCOCC2)cc1	114	118	106	14	103	106	126	0
COc1cccc(CC(=O)OCC(=O)NNC(=O)c2ccc(Br)cc2)c1	99	106	101	1	123	109	96	7
O=C(/C=C/c1ccc(Cl)cc1)NC(=S)Nc1ccc(N2CCOCC2)c(Cl)c1	106	106	103	8	101	93	104	0
CN(C)c1ccc(/C=N/n2cnn(Cc3ccccc3Cl)c2=S)cc1	99	102	98	-3	102	100	92	0
CC1(C)CC(=O)c2sc(NS(=O)(=O)c3ccc(F)cc3)nc2C1	93	104	104	-3	103	99	102	0
Cc1c(CN2CCC(n3nccc3NC(=O)C3CC3)CC2)[nH]c2ccccc12	100[may fluoresce green]	99[may fluoresce green]	100[may fluoresce green]	15	101	102[may fluoresce green]	99[may fluoresce green]	0
CSc1nnc(C)c(=O)n1COC(=O)/C=C/c1ccccc1	99	101	104	-13	103	107	103	0
COC(=O)[C@H](Cc1ccccc1)NC(=O)NCCc1ccc(OC)cc1	97	93	99	2	95	87	95	1
CCOC(=O)c1sc(NC(=O)CSc2n[nH]c(-c3ccc(Cl)cc3Cl)n2)c(C#N)c1C	104	99	105	26	113	100	94	0
CC(=O)N1CCN(CC(=O)Nc2ccc(C)c(F)c2)CC1	110	110	105	11	93	98	102	1
CC12CCC(=O)N1C(C(=O)Nc1cccc(S(=O)(=O)N3CCCCCC3)c1)CS2 (stereo unspecified)	88	82	88	-1	95	94	79	1
Cc1nnc(SCC(=O)Nc2ccccc2)n1CCc1ccccc1	95	91	100	7	87	95	98	1
CN(c1ccc(C(=O)Nc2ccccn2)cc1)S(=O)(=O)c1ccccc1	101	100	104	-1	95	97	84	2
CC(C)OC(=O)CC1C(=O)NCCN1C(=S)NC(=O)c1cccs1 (stereo unspecified)	102	102	101	0	92	94	101	0
Cc1ccc(CNCC(O)c2ccccc2)s1 (stereo unspecified)	104	104	110	11	99	94	105	0

Going on with the list.
SMILES	RPL19A-GFP yeast	AGP1-GFP MLPCN	MEP2-GFP yeast	VLA-4 inh	Yeast superoxide	LAP4-GFP MLPCN	CIT2-GFP yeast	GRK2 inh
Cc1ccc(SC(C)c2nc(-c3cccnc3)no2)cc1 (stereo unspecified)	102	89	101	-3	112	99	96	3
CC1=NN(C(N)=S)C(=O)C1N=Nc1cccc(C(=O)O)c1 (stereo unspecified)	105	101	108	2	97	99	105	0
O=C(NN(c1ccccc1)c1ccccc1)c1ccccc1F	99	96	106	3	99	96	98	1
CN(C)C(=O)c1cc(C(=O)c2ccccc2C(F)(F)F)c[nH]1	94	103	96	4	97	114	95	2
CCOc1cc(C)c(Cl)cc1S(=O)(=O)n1cnc2ccccc21	98	100	96	-1	109	110	98	1
